# Assay outcomes (PubChem)
# GSIS activator – primary screen for activators of insulin secretion dependent on glucose, INS-1E cells, GLuc reporter luminescence | activation, % at 16.6 µM | AID 743287 | INS-1E GLuc reporter insulin secretion, 2-3 h | hit rate 0.61% among 370,000;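 active = lowest replicate activation of at least 40%, so every replicate reaches that level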;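 also: 0% = median of neutral control wells and 100% = median of IBMX positive control wells; some compounds called inactive have numbers as strong as hits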
# ERAP1 HTS inh – inhibitors of human ERAP1 aminopeptidase | inhibition, % at 10.7 µM | recombinant ERAP1, Leu-AMC fluorescence, 60 min | hit rate 0.15% among 340,000 | Q9NZ08;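 active = mean replicate inhibition of at least 30%, or all replicates individually reaching that 30% level; inactive = mean below 30% and not every replicate reaching it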;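 also: 0% = neutral control wells and 100% = L-leucinethiol positive control wells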
# Target sequence (Q9NZ08 whole entry, looked up): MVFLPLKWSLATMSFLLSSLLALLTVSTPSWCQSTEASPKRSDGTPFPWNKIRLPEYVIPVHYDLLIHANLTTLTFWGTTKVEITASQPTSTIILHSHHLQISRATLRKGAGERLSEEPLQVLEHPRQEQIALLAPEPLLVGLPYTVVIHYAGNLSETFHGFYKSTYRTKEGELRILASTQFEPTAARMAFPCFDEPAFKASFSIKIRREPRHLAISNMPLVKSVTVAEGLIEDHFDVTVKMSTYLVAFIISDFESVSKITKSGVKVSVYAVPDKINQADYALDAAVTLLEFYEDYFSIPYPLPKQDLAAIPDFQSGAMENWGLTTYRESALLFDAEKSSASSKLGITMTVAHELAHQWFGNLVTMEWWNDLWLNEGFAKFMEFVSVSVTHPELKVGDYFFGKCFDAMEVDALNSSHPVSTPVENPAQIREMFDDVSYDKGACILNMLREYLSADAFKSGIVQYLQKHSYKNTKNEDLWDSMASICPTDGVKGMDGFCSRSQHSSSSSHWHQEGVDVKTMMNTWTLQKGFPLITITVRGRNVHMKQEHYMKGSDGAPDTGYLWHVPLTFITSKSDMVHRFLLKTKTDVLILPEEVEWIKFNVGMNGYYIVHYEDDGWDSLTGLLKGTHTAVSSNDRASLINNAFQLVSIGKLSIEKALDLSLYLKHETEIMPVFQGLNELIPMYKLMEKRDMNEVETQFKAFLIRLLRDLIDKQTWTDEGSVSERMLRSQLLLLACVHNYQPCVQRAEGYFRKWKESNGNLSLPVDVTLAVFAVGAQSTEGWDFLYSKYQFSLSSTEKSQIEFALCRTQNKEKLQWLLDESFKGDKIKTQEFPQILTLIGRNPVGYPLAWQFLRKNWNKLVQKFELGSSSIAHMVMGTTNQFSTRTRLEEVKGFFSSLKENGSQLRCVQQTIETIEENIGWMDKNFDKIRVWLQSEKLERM
# ARNT TACC3 PPI – ARNT/TACC3 interaction disruption; Q9Y6A5; AlphaScreen His-ARNT PAS-B/GST-TACC3 binding, luminescence; TACC3 fragment carries E629A point mutation; inhibition, % at 9.99 µM; hit rate 0.66% among 390,000; AID 623870;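 active = mean inhibition of replicates at least 50% and at least half of replicates each reaching 50%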;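 also: 0% = complete ARNT plus TACC3 wells and 100% = ARNT alone without TACC3; many hits fall short of the cut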
# RAD54 branch – blocks human RAD54 Holliday junction branch migration; FAM/BHQ fluorescence; inhibition, % at 10.4 µM; AID 602329; Q92698; hit rate 0.14% among 360,000;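 active = mean normalized replicate activity at least 40 and at least half of replicates scoring 40 or more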;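 also: 0% = median of neutral control wells and 100% = median of positive control wells; inhibitors cause a drop in the FAM fluorescence signal; in these data hits start at about 50%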
# esBAF inh – blocks esBAF chromatin remodeling in mouse ES cells | Bmi1-luciferase knock-in reporter, 24 h; 100% = twice the neutral-well signal | reporter increase, % at 12.5 µM | hit rate 2% among 350,000; in the data active = activation above about 40%;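 also: 0% = median of the plate's neutral control wells and 100% = double that signal; a rise in the Bmi1 reporter signal indicates esBAF inhibition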
# Xi reactivation – X-chromosome reactivation activator | XiGFP mouse fibroblasts, % GFP-positive cells imaging, 3 d; cells co-treated with 5-aza-dC sensitizer; scaled so ellipticine positive control = 100% | activation, % at 7.58 µM | hit rate 0.055% among 360,000 | AID 743238;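 active = mean normalized replicate activation at least 10% and every replicate at or above 10%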;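 also: 0% = median of on-plate neutral control wells and 100% = ellipticine 6 µM median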
#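 System: 68-5-11 XiGFP fibroblast line; Timing: 3 days compound exposure; Compound dosing: one concentration, pinned; Benchmarks: positive control ellipticine, 6 µM final; Buffer or medium: DMEM containing 5-aza-dC.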
# CFTR F508del cor – CFTR F508del correction in bronchial cells; activity (quench increase), % at 7.58 µM; hit rate 0.36% among 350,000; AID 720511; CFBE cells, YFP halide quenching; stimulated with forskolin plus potentiator P3; % fluorescence drop versus neutral controls;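 active = mean added fluorescence quench of at least 8% versus neutral control, with both replicates also reaching 8%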;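 also: cells transiently co-express mutant CFTR-F508del with the halide-sensitive YFP; corrector assay measuring rescue of mutant channel to the surface after 24 h compound exposure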
# RAD52 anneal inh – blocks human RAD52 DNA annealing; AID 651710; inhibition, % at 18.7 µM; recombinant RAD52 DNA annealing, FRET fluorescence; hit rate 0.46% among 360,000; P43351;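 active = every replicate showing at least 50% inhibition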
# * = called active by the depositor; . = not tested or not shown.
SMILES,GSIS activator,ERAP1 HTS inh,ARNT TACC3 PPI,RAD54 branch,esBAF inh,Xi reactivation,CFTR F508del cor,RAD52 anneal inh
Cc1c(C(=O)N(C)C)c2cc(Cl)ccc2n1O,-1,8,.,.,.,0.1,-0.8,-3
C[C@H]1CN([C@@H](C)CO)C(=O)Cc2cc(NC(=O)Nc3ccc4c(c3)OCO4)ccc2O[C@@H]1CN(C)Cc1ccc(C(F)(F)F)cc1,-6,2,-38,7,5,-1.2,1.6,-2
CCc1nnc(NC(=O)CN2CCN(C(=O)c3ccccc3)CC2)s1,5,-1,-11,.,.,0.0,.,-13
Cc1noc(C)c1S(=O)(=O)Nc1ccc2c(c1)C(=O)N([C@@H](C)CO)C[C@H](C)[C@H](CN(C)C(=O)c1ccncc1)OCCCC[C@H](C)O2,-1,-1,1,-7,-2,-0.9,0.6,10
CCc1ccccc1NC(=O)C1CC(c2ccc(OC)cc2)=NO1 (configuration not stated),-5,-3,-8,1,0,0.0,2.3,-6
COC(=O)c1c(-c2cccnc2)csc1NC(=O)c1cc(C)on1,13,2,-20,1,34,.,5.9,-38
O=C(Nc1ccc(F)cc1)N[C@H]1CC[C@@H](CCn2cc(-c3ccccc3F)nn2)O[C@H]1CO,-12,-1,5,8,-3,0.1,-2.7,-3
CO[C@H]1CN(C)C(=O)c2cc(NC(=O)C3CC3)ccc2OC[C@H](C)N(CC2CCOCC2)C[C@H]1C,8,4,.,-13,-9,-0.4,-0.2,3
C[C@@H]1CN([C@H](C)CO)C(=O)c2cc(NC(=O)Nc3cccc4ccccc34)ccc2O[C@@H]1CN(C)Cc1ccc(C(F)(F)F)cc1,-16,-1,9,0,0,-0.4,-2.5,-5
COc1cc(SC)ccc1C(=O)OCC(=O)NC1CCCC1,21,0,0,2,5,-0.5,-1.8,8
CN(C)CC(O)CN1C(=O)N(CN2C(=O)N(CC(O)CN(C)C)C(=O)C2(C)C)C(C)(C)C1=O (configuration not stated),9,-5,.,.,.,0.0,2.8,-7
COc1ccc(NC(=O)CN2CCN(CC(=O)Nc3ccccc3OC)CC2)c(OC)c1,6,0,-16,-1,9,0.0,2.7,-5
COc1ccc(-c2nn(-c3ccccc3)cc2/C=C/C(=O)N(C)CC(=O)Nc2cccc(F)c2)cc1OC,-28,1,4,4,13,-0.1,-1.5,-39
C[C@@H]1CN([C@H](C)CO)C(=O)c2cccc(NC(=O)c3nc4ccccc4s3)c2O[C@@H]1CN(C)CC1CCCCC1,-9,6,2,6,6,0.3,-1.9,1
COCC(=O)Nc1ccc2c(c1)OC[C@@H](C)N(C(=O)C1CCCC1)C[C@@H](C)[C@@H](OC)CN(C)C2=O,-4,.,.,.,-6,0.2,2.1,.
CSc1ncccc1C(=O)OCC(=O)c1ccc[nH]1,14,-1,2,-10,5,-0.1,-0.5,-22
Cc1ccc(NC(=O)CCSc2nnc(C)o2)cc1,-1,6,-4,0,6,0.0,-1.4,-11
O=C(NC1CCCC1)C1CCCN(S(=O)(=O)c2cnc[nH]2)C1 (configuration not stated),23,.,-6,-13,-5,0.1,1.3,-17
CCc1ccc(C(=O)NNC(=O)CCC2CCCCC2)cc1,-18,2,15,-2,0,0.1,-3.2,2
COc1cccc(NC(=O)c2ccc(NC(=O)C3CC(=O)OC34CCCCC4)cc2)c1 (configuration not stated),-16,0,12,-15,-1,-0.1,0.3,-15

# Taken from above:
# In ERAP1 HTS inh, COc1cc(SC)ccc1C(=O)OCC(=O)NC1CCCC1 reads 0
# In RAD54 branch, O=C(NC1CCCC1)C1CCCN(S(=O)(=O)c2cnc[nH]2)C1 (configuration not stated) reads -13

# Further records follow.
SMILES,GSIS activator,ERAP1 HTS inh,ARNT TACC3 PPI,RAD54 branch,esBAF inh,Xi reactivation,CFTR F508del cor,RAD52 anneal inh
CN(C)C(=O)C[C@@H]1C=C[C@@H](NC(=O)NC2CCCCC2)[C@@H](CO)O1,8,-2,-12,3,-1,-0.5,0.8,-14
Cc1ccc(S(=O)(=O)N2CCC(=O)N([C@H](CO)Cc3ccccc3)CC2)cc1,29,.,.,.,.,0.0,2.0,-10
O=C(CNCc1cccnc1)Nc1cc(C(F)(F)F)ccc1N1CCOCC1,-25,-2,2,1,-2,0.0,0.2,-13
Cc1ccc2cccc(NS(=O)(=O)c3ccccc3)c2n1,-1,2,.,.,.,4.1,-8.9,0
Cn1cc(Cl)c(C(=O)OCC(=O)c2ccccc2)n1,19,0,5,8,17,0.1,0.7,-12
CCOC(=O)C1=CCC(c2ccc(N(CC)CC)cc2)N(S(=O)(=O)c2ccc(C)cc2)C1c1ccc([N+](=O)[O-])cc1 (configuration not stated),22,-3,.,.,.,0.0,-1.2,0
CC(=O)NC(C)c1cc(Cl)c2ccccc2c1O (configuration not stated),11,.,-8,-16,6,0.7,-0.2,0
CC1CCCCC1NC(=O)COC(=O)CNC(=O)c1cccc(F)c1 (configuration not stated),-5,3,-1,.,.,0.1,-1.8,2
O=C(O)CCCn1cc(NC(=O)c2cc(F)c(F)cc2Cl)cn1,4,0,-8,.,.,0.0,0.8,-7
CCc1ccc(CNC(=O)Cn2nc(-c3ccccc3)ccc2=O)cc1,-2,3,-2,.,.,0.1,-2.9,6
O=C(N/N=C/c1cc([N+](=O)[O-])ccc1Cl)c1cc(-c2ccccc2)nc2ccccc12,2,-3,-25,.,.,0.0,1.4,0
CC(=O)Nc1ccc(S(=O)(=O)N2CCN(C(=O)c3ncoc3-c3ccccc3C)CC2)cc1,-4,2,-2,-4,9,0.2,3.7,-14
O=C(NC(Cc1ccccc1)C(=O)O)C1CCCCC1 (configuration not stated),10,6,-6,-23,-3,0.1,-0.7,-15
CC(C)CCN1C(=O)C2(OCCCO2)c2cc(Cl)ccc21,21,-9,-5,-1,5,0.0,-2.5,-7
CCc1c(Cl)nc(N)nc1Nc1ccccc1Cl,.,1,0,-11,2,0.1,-3.4,3
C[C@H]1CN([C@@H](C)CO)C(=O)c2cc(C3=CCCC3)cnc2O[C@@H]1CN(C)Cc1ccc(C(=O)O)cc1,17,-1,-2,2,0,0.9,0.7,9
COc1ccccc1CN=c1c([N+](=O)[O-])nn(-c2ccc3c(c2)OCCO3)n1O,-1,-3,-13,.,.,0.5,.,-6
Cc1ccc(/C=C/C(=O)NC2=NCCS2)cc1,1,-2,-1,8,.,0.0,-0.2,-4
Nc1ccc2sc(N)nc2c1,7,7,-4,7,-2,0.0,2.7,-75
CCCC#Cc1ccc([C@H]2[C@H]3CN(S(=O)(=O)c4ccccc4C)CCCCN3[C@H]2CO)cc1,-8,-1,2,-1,.,0.2,-6.4,-1

# Part of the list above, set out differently.
C[C@H]1CN([C@@H](C)CO)C(=O)c2cc(C3=CCCC3)cnc2O[C@@H]1CN(C)Cc1ccc(C(=O)O)cc1
  GSIS activator: 17
  ERAP1 HTS inh: -1
  ARNT TACC3 PPI: -2
  RAD54 branch: 2
  esBAF inh: 0
  Xi reactivation: 0.9
  CFTR F508del cor: 0.7
  RAD52 anneal inh: 9
CCc1c(Cl)nc(N)nc1Nc1ccccc1Cl
  GSIS activator: .
  ERAP1 HTS inh: 1
  ARNT TACC3 PPI: 0
  RAD54 branch: -11
  esBAF inh: 2
  Xi reactivation: 0.1
  CFTR F508del cor: -3.4
  RAD52 anneal inh: 3
O=C(O)CCCn1cc(NC(=O)c2cc(F)c(F)cc2Cl)cn1
  GSIS activator: 4
  ERAP1 HTS inh: 0
  ARNT TACC3 PPI: -8
  RAD54 branch: .
  esBAF inh: .
  Xi reactivation: 0.0
  CFTR F508del cor: 0.8
  RAD52 anneal inh: -7
CN(C)C(=O)C[C@@H]1C=C[C@@H](NC(=O)NC2CCCCC2)[C@@H](CO)O1
  GSIS activator: 8
  ERAP1 HTS inh: -2
  ARNT TACC3 PPI: -12
  RAD54 branch: 3
  esBAF inh: -1
  Xi reactivation: -0.5
  CFTR F508del cor: 0.8
  RAD52 anneal inh: -14

# Carrying on:
SMILES,GSIS activator,ERAP1 HTS inh,ARNT TACC3 PPI,RAD54 branch,esBAF inh,Xi reactivation,CFTR F508del cor,RAD52 anneal inh
CCNc1ncnc2[nH]ncc12,32,2,-7,5,5,0.1,2.2,1
COC1C(OC(=O)/C=C/C=C/C=C/C=C/C(=O)O)CCC2(CO2)C1C1(C)OC1CC=C(C)C (configuration not stated) (tested in a mixture with another compound),.,-6,0,.,.,0.2,1.1,-34
Cc1ccc(NC(=O)COC(=O)c2ccc(-n3cccn3)cc2)cc1C,0,2,0,-1,-2,0.0,4.2,-14
COCC(=O)Nc1ccc2c(c1)C(=O)N(C)C[C@@H](OC)[C@@H](C)CN(CC1CCCCC1)[C@@H](C)CO2,5,1,20,-5,-4,0.0,-2.8,12
O=C(O)c1cccc(S(=O)(=O)N2CCN(C(c3ccccc3)c3ccccc3)CC2)c1,4,1,-1,.,.,0.1,-3.7,-17
CCc1c(C)[nH]c(C(=O)OCc2ccccc2)c1C,-3,-3,3,4,.,0.0,3.0,-7
CCC/C=C1/CCCOC(C(=O)NCc2cc(C)n(C)n2)(C(F)(F)F)C1 (configuration not stated),8,.,37,-2,7,0.2,1.6,5
Cc1noc(C)c1NC(=O)NCC[C@H]1CC[C@H](NC(=O)c2ccncc2)[C@H](CO)O1,8,1,0,1,7,-0.1,-0.7,-11
CC1(C)CC(=O)C(C=Nc2ccc(NC3=C(C#N)C(=O)CC(C)(C)C3)cc2)=C(O)C1,3,8,0,-1,-3,0.1,-0.8,-4
COc1ccc(-c2nc(NC(=O)c3ccccc3)sc2-c2ccc([N+](=O)[O-])cc2)cc1,.,0,-2,4,.,0.5,-0.1,-13
COc1ccc(NS(=O)(=O)c2cc(C(=O)N3CCN(C(C)=O)CC3)ccc2Cl)cc1,0,0,-2,.,-9,0.0,-2.9,-7
[O-]/C(=C(\C(=S)Nc1ccc(Cl)cc1)[n+]1ccccc1)c1ccc(OC(F)F)cc1,.,2,1,.,.,0.0,-2.1,-7
CCC(C(=O)Nc1cc(C(=O)Nc2cc(C)ccn2)ccc1Cl)c1ccccc1 (configuration not stated),-8,2,0,.,.,0.2,0.3,-2
CCN(Cc1ccccc1)S(=O)(=O)CCNC(=O)c1ccccc1,9,1,-7,-2,-5,0.0,-1.7,-13
O=C(N[C@H]1CC[C@H](CC(=O)N2CCOCC2)O[C@@H]1CO)c1cccc(F)c1,0,2,15,5,-2,2.5,1.5,3
O=C(CCCC(=O)NCc1ccccc1)NCc1ccccc1,0,.,0,11,-1,0.2,.,.
CCN(CC)CCCNC(=S)N(Cc1ccco1)Cc1cc2cc3c(cc2[nH]c1=O)OCCO3,25,1,.,.,.,0.0,-0.6,-5
CSc1ncccc1C(=O)N1CCC1(C)C(=O)NC(C)C (configuration not stated),-1,0,.,5,0,0.0,2.5,-5
CCCNC(=O)Nc1ccc2c(c1)OC[C@@H](C)N(Cc1cccnc1)C[C@H](C)[C@@H](OC)CN(C)C2=O,-1,.,-2,0,-5,0.2,0.3,-9
CN(Cc1ccc(C(F)(F)F)cc1)C(=O)c1ccc2ccccc2n1,-22,-4,-4,1,2,0.1,-3.0,-5

# Rows were taken by chance; overall some 3.3% were active at least once.
